# Screening data from PubChem BioAssay.
# TRPM1 prom inh: inhibitors of MITF-driven TRPM1 promoter in melanoma cells; SK-MEL-5 TRPM1 promoter luciferase, 24 h; inhibition, % at 12.5 µM; 330,000 compounds, 0.83% hits;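 active means mean inhibition across replicates of 60% or more, whatever share of single replicates reaches that level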; further: values of inactives mirror those of a sister screen read the other way
# TRAIL sens C8: caspase-8 TRAIL sensitization; 360,000 compounds, 1% hits; inhibition (viability loss, TRAIL sensitization), % at 10 µM; AID 624354; NB7+C8 cells + TRAIL, ATPlite viability luminescence;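 active means compounds causing at least 50% loss of cell viability in the single-dose screen, relative to plate controls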
# HIF-2a block: HIF-2a inhibition; AID 624352; inhibition, % at 18.8 µM; 360,000 compounds, 0.72% hits; 786-0 RCC cells HIF-2a reporter, luciferase luminescence, overnight;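 active means inhibition of the luminescence signal of 40% or more relative to plate controls, in a single-dose primary screen at 18.75 µM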
# NR2E3 ag-1: agonists of human nuclear receptor NR2E3; AID 2300; GST-NR2E3/biotin-RetCOR TR-FRET, 1536-well; Q9Y5X4; inhibition of corepressor binding, % at 4.78 µM; 320,000 compounds, 0.12% hits;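 active means percent inhibition above the cutoff of mean plus 3 SD of all tested compounds, set per screening campaign, cut at about 20% in these data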;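 further: 0% = DMSO wells and 100% = biotin wells as full block of FRET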
# Target sequence (Q9Y5X4 whole entry, looked up): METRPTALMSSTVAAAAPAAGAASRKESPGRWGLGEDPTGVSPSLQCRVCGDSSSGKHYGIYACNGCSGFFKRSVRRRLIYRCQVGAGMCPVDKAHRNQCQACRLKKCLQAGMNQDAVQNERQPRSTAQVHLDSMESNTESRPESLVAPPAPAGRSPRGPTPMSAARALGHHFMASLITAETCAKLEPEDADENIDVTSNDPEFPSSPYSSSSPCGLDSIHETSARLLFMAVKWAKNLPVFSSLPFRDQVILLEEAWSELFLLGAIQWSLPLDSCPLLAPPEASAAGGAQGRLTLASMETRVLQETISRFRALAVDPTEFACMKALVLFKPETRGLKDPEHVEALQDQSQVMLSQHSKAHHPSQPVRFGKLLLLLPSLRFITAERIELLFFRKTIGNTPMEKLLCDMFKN
#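 Material: NR2E3–RetCOR corepressor complex / Amount: 1.35 nM GST-NR2E3 / Medium: Tris pH 7.5 / Compound: single nominal compound dose of 4.8 µM / Incubation: 5 h at 4 °C / Technique: TR-FRET, Eu(K)-anti-GST donor, streptavidin-D2 acceptor, ex 340, em 617/671 nm / Read-out basis: percent loss of FRET ratio relative to control wells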
# iPSC survival up: hiPSC single-cell survival enhancement; ATPlite luminescence; 100% = ROCK inhibitor wells, 0% = DMSO; AID 602274; survival enhancement, % at 20 µM; 360,000 compounds, 0.044% hits; in the data active means survival enhancement above about 18%;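 further: cells exposed to compounds for 16 hours before the ATP read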
# Shn3 3UTR inh: Schnurri-3 reporter inhibition in Clone20 osteoblasts. Clone20 osteoblast Shn3 3'UTR firefly luciferase, 24 h. inhibition, % at 12.5 µM. 360,000 compounds, 0.52% hits. AID 588674;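 active means mean inhibition of at least 75% with every replicate also reaching 75%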;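 further: 0% = median of neutral control wells and 100% = pilot-screen positive control compound; some compounds past the cut are filed as inactive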
# KKLEB cytotox: counter-screen for CF NF-kB inhibitors: cytotoxicity; KKLEB CF airway cells viability, ATPlite luminescence, overnight; stronger effect = lower value; cells stimulated with P. aeruginosa culture filtrate; activity change (cytotoxicity), % at 5 µM; 360,000 compounds, 0.36% hits;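 active means corrected activity change at or below -50% at 5 µM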
# NR2E3 ag-2: human photoreceptor-specific nuclear receptor agonism; Q9Y5X4; CHO-S Gal4-NCOR/VP16-NR2E3 two-hybrid, luciferase; inhibition of corepressor binding, % at 3.98 µM; 360,000 compounds, 0.35% hits; AID 602229;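 active means inhibition above the mean of all tested compounds plus 3 SD, cut at about 70% in these data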;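 further: 0% = DMSO with NR2E3 transfected cells and 100% = cells lacking NR2E3 construct; higher means lower luciferase signal from less NR2E3 corepressor binding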
# CF NFkB inh: inhibitors of cystic fibrosis induced NF-kB; KKLEB NF-kB-GFP reporter, PAF-induced, GFP fluorescence overnight; inhibition, % at 5 µM; 360,000 compounds, 0.86% hits;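 active means at least 50% inhibition at 5 µM, scaled per plate between neutral and stimulator controls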;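 further: PAF is a Pseudomonas aeruginosa culture filtrate used as stimulus; plate controls were PAF-stimulated DMSO wells for no effect and unstimulated DMSO wells for full effect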
# LMP1 NFkB inh: reduces LMP1-driven NF-kappaB luciferase signal; inhibition, % at 12.5 µM; 350,000 compounds, 0.69% hits; LMP1-induced NF-kappaB luciferase reporter cells, luminescence; in the data active means inhibition above about 41%;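 further: 0% = neutral control wells and 100% = reference inhibitor control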
# Peg3 promoter: reduces Peg3 promoter-driven luciferase expression in HeLa | HeLa PEG-Prom luciferase reporter, luminescence, overnight | AID 588405 | inhibition, % at 20 µM | 360,000 compounds, 1.7% hits;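 active means inhibition of at least 50% at 20 µM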
# * = called active by the depositor; · = not tested or not shown. An excerpt, so the mix of outcomes need not match the whole.
# Results follow in this order: TRPM1 prom inh, TRAIL sens C8, HIF-2a block, NR2E3 ag-1, iPSC survival up, Shn3 3UTR inh, KKLEB cytotox, NR2E3 ag-2, CF NFkB inh, LMP1 NFkB inh, Peg3 promoter
O=C(Nc1ccccc1)c1ccc(S(=O)(=O)N(CCO)CCO)cc1
  -2.5, 13.6, -15.0, -1.5, 1.5, 62.6, 7.8, -4.7, 3.4, 9.8, -4.6
O=C(NC1CCN(S(=O)(=O)c2ccc(F)cc2)CC1)C1CCCCC1
  -3.9, 5.8, 6.8, -0.8, -0.6, 8.3, 9.9, -11.6, -12.9, -3.4, -9.5
CCOC(=O)c1c(C)n(C)c2cc(Br)c(OC)cc12
  -26.1, -8.9, -17.7, 5.0, 0.6, -3.6, -0.9, -23.2, -14.3, -4.1, -8.1
CCOC(=O)C1=C(C)C(c2ccccc2OC)NC(=S)N1 (stereo unspecified)
  9.9, -5.1, 15.6, -2.0, 2.6, -17.3, 7.5, 2.4, -7.5, 2.0, 8.8
COCCNC(=O)C[C@H]1C[C@H]2c3cc(NS(=O)(=O)c4ccc(F)cc4)ccc3O[C@H]2[C@H](CO)O1
  ·, -1.0, 1.6, ·, -1.6, -12.9, 6.2, -9.0, -4.8, 5.2, 13.7
O=C1CN(C(=S)Nc2ccc(OC(F)F)cc2)CCN1
  10.5, 6.0, 10.5, 2.2, 1.4, 4.7, 25.3, 1.0, -13.7, -2.6, 3.6
Cc1ccc(NC(=O)CN2C(=O)N/C(=C/c3ccc4c(c3)OCCO4)C2=O)cc1
  13.7, -2.3, -19.9, -1.9, 0.2, 12.7, -3.6, 19.0, -3.7, -9.3, -8.5
CCOc1cc(/C=C(/C#N)C(=O)Nc2ccc(O)cc2)cc(Br)c1O
  23.9, -3.6, 5.0, -3.5, -2.3, 2.5, -4.6, 15.3, 33.9, 9.5, -46.7
COc1cccc(NC(=O)CN(C)C(=O)c2cc(-c3ccco3)nc3ccccc23)c1
  1.0, 9.9, 3.2, -2.9, -0.2, -0.4, -3.2, 7.4, 11.7, 1.3, 12.4
CC(=O)N[C@@H](Cc1c[nH]c2ccccc12)C(=O)NCCc1ccc(S(N)(=O)=O)cc1
  -3.3, -10.4, 18.7, 0.5, -0.7, -0.8, 3.0, -22.2, 0.9, -5.2, 8.4
CCOC(=O)c1c(C)[nH]c(C)c1C(=O)COC(=O)c1ccc(OC)cc1
  7.9, -8.2, 13.7, -0.9, 1.0, -9.2, -4.5, -12.3, -0.7, 8.8, 9.7
CCOC(=O)c1cnc(SCC(=O)N2CCc3ccccc32)nc1N
  -22.9, 8.8, -69.1, 1.7, 0.2, -7.2, -0.9, -10.9, 12.6, -1.5, -56.1
CCCN(CCC)CCSc1nc(O)c(C(C)C)c(=O)[nH]1
  1.0, -12.3, 4.7, 2.6, -1.5, 9.3, 9.8, 5.3, 0.5, -1.2, 3.1
CCOc1ccc(-c2n[nH]c(=S)c3ccccc23)cc1
  -3.7, -2.4, -11.4, 1.8, -0.2, 2.0, 5.0, -22.0, 0.1, 12.6, -20.0
CCOc1ccc(NC(=O)COC(=O)c2c(OC)cccc2OC)cc1
  -1.4, 7.8, 16.6, 0.4, -0.1, 11.2, -1.5, -9.3, 4.6, -2.1, 17.0
Cc1cccc(N(CC(N)=O)C2SC(=O)NC2=O)c1 (stereo unspecified)
  6.6, 16.9, 14.5, 0.2, 0.6, 0.7, -0.6, 1.9, -0.9, 1.1, 13.0
CCOc1c(C)cc(S(=O)(=O)NCc2cccnc2)c(C)c1C
  4.2, -19.0, 15.7, 5.1, 0.1, 13.4, -2.0, -30.8, 7.6, 3.2, 15.9
Cc1ccc(-n2nc3cc(C)c(N)cc3n2)cc1
  2.8, 12.2, -223.4, 2.1, -2.4, -15.8, -1.3, -200.0, -7.3, -14.8, -204.2
O=c1[nH]cc(N2CCCCCC2)c(=O)[nH]1
  3.5, 0.8, 9.2, -1.0, 2.0, -0.8, 2.0, 13.5, -2.8, -3.4, 0.6
CC(=O)N1CC[n+]2c(-c3ccc(Cl)cc3Cl)csc21
  -1.9, -7.5, 8.2, -0.8, -0.2, 7.3, -1.5, -26.0, -21.9, 2.6, -1.7
CC(=O)Nc1ccc(NC(=O)CS(=O)(=O)Cc2ccccc2)cc1
  -1.9, -18.5, 10.3, 0.5, -0.1, 0.2, 3.5, -27.1, -8.9, -3.2, 4.3
O=C(CNC(=O)c1ccc2ccccc2c1)NC1CCCCC1
  -10.8, -1.7, -53.1, ·, -0.5, -49.2, -3.0, 8.2, -19.0, -4.0, -35.1
Cc1cc(SCc2ccc(Cl)cc2Cl)nc(=O)[nH]1
  -11.4, 19.9, 8.5, 2.8, 1.8, -2.5, 6.7, -22.2, 0.1, -1.3, 19.2
O=C(CN1CCN(C(=O)c2ccco2)CC1)Nc1ccc2c(c1)OCO2
  -3.1, -5.2, 8.8, -3.5, 2.4, -1.4, 6.2, -10.9, -2.3, 3.6, -9.8
O=C(CN1CCCC1)NCC(=O)Nc1ccc(F)cc1
  9.8, -7.0, 19.1, -0.8, 0.6, 11.9, -1.2, 24.2, 0.4, -2.0, 13.6
CCO[C@H]1OC(C(=O)N2CCOCC2)=C[C@@H](C2CC2)[C@@H]1CCCO
  -12.4, -13.8, 10.6, 0.6, 2.8, 6.4, 1.3, -42.4, 9.3, -4.0, 8.7
Cc1cc(S(=O)(=O)N2CCOCC2)ccc1OCC(=O)Nc1ccccc1F
  -8.5, -22.6, -5.5, 2.8, 6.6, 5.7, 7.5, 14.9, -3.6, -3.0, -8.6
FC(F)(F)c1ccccc1CNCc1ccncc1
  5.5, 10.8, 2.6, 3.9, 0.3, 11.4, 5.2, -20.2, -18.5, 4.2, 20.4
CCCCc1nc2cc(C(=O)N3CCN(c4nc(C)cnc4C)CC3)ccc2o1
  -79.5, 2.7, -210.7, -1.4, 0.1, -47.0, 17.8, -78.1, 0.4, 20.1, -233.1
CCc1c(C)sc(NC(=O)Cn2nc(C(F)(F)F)c3c2CCCC3)c1C#N
  8.5, -5.7, 6.5, -0.6, -1.3, 11.6, -23.9, 31.5, -4.3, 4.7, 15.7
CC1CCCCC1NC(=O)COc1ccc(C#N)cc1 (stereo unspecified)
  -9.1, -21.2, 6.7, ·, -2.2, -12.7, 10.0, -17.0, -16.1, 9.3, 1.7
CCCOc1ccc(C2C(C(=O)OC)=C(C)N=C3SCCC(=O)N32)cc1OCC (stereo unspecified)
  14.7, 33.8, 17.4, 8.1, 2.4, 1.8, 3.0, -3.9, -9.5, 1.8, 15.8
c1ccc(SSc2ccccn2)nc1
  0.0, 20.7, 23.9, -1.1, -0.5, 4.4, -15.4, -0.7, -7.1, 0.3, 15.8
O=C(CN(C(=O)c1csnn1)c1ccccc1F)NCc1ccccc1
  ·, -14.0, 5.0, 0.4, 0.1, 2.5, 2.2, -7.4, 7.8, -0.9, 2.2
CCC1CCCCN1CCCCOc1cccc(Cl)c1 (stereo unspecified)
  -4.4, -28.8, 3.3, -2.3, 0.1, -3.7, -2.3, 22.4, 4.6, -6.7, 2.3
Cc1ccc2[nH]c3c(c2c1)CCCC3C(N)=O (stereo unspecified)
  -2.3, 0.6, -5.6, 1.4, -1.0, -16.0, 8.5, 41.1, -4.4, -4.4, 18.6
COC(=O)c1ccc(COc2ccc(C(C)(C)C)cc2)o1
  -47.5, 4.1, 1.6, -1.1, -0.6, -59.7, 9.3, -239.1, -11.8, -25.6, -142.1
CCOc1ccccc1NC(=O)c1cc(-c2ccccn2)nc2ccccc12
  2.9, 8.2, -2.2, 1.5, -0.1, 17.8, -16.6, 15.4, -5.6, -4.7, 45.7
CCC(CC)COC(=O)C1=C(C)NC(=O)NC1c1ccc2c(c1)OCO2 (stereo unspecified)
  5.1, -2.3, 27.4, 0.7, 0.4, 14.5, -2.8, -17.1, -0.6, -7.6, 8.7
COc1ccccc1Nc1ncnc2nc[nH]c12
  9.6, 12.1, 6.9, 0.7, 1.8, 10.6, -2.4, -19.7, 18.6, -0.4, -15.8
COC(=O)C1CCN(Cc2cn(-c3ccccc3)nc2-c2ccc3c(c2)OCO3)CC1
  -1.7, -3.5, -5.2, -2.4, 0.0, 8.4, -8.7, -13.5, 11.7, -5.1, 1.8
Cc1onc(-c2ccccc2)c1C(=O)NCC1CCCO1 (stereo unspecified)
  -3.0, -9.9, 19.3, -2.1, -1.2, -13.1, 12.5, 3.9, 0.8, -8.1, 13.3
COCCCN1C(=O)C(=O)/C(=C(/O)c2ccc(OCC(C)C)cc2C)C1c1cccnc1 (stereo unspecified)
  2.1, 0.2, -3.7, 8.1, 1.5, -0.9, -5.8, -14.4, -4.0, 7.0, 16.1
CC(C)(C)C1(O)CC(C(F)(F)F)=NN1C(=O)Cc1ccc([N+](=O)[O-])cc1 (stereo unspecified)
  18.6, 1.1, 29.9, -1.3, -0.9, -9.8, 0.1, 7.8, 3.5, -16.7, 36.2
COc1ccc(-c2noc(CCC(=O)NCCCN3CCC(C)CC3)n2)cc1
  -11.6, -1.3, -6.4, 2.2, -1.2, ·, 10.0, -10.9, 2.6, -0.1, -11.6

# Part of the list above, as tab-separated lines.
Structure	TRPM1 prom inh	TRAIL sens C8	HIF-2a block	NR2E3 ag-1	iPSC survival up	Shn3 3UTR inh	KKLEB cytotox	NR2E3 ag-2	CF NFkB inh	LMP1 NFkB inh	Peg3 promoter
CCOc1ccccc1NC(=O)c1cc(-c2ccccn2)nc2ccccc12	2.9	8.2	-2.2	1.5	-0.1	17.8	-16.6	15.4	-5.6	-4.7	45.7
CCC(CC)COC(=O)C1=C(C)NC(=O)NC1c1ccc2c(c1)OCO2 (stereo unspecified)	5.1	-2.3	27.4	0.7	0.4	14.5	-2.8	-17.1	-0.6	-7.6	8.7
COc1ccccc1Nc1ncnc2nc[nH]c12	9.6	12.1	6.9	0.7	1.8	10.6	-2.4	-19.7	18.6	-0.4	-15.8
COC(=O)C1CCN(Cc2cn(-c3ccccc3)nc2-c2ccc3c(c2)OCO3)CC1	-1.7	-3.5	-5.2	-2.4	0.0	8.4	-8.7	-13.5	11.7	-5.1	1.8
Cc1onc(-c2ccccc2)c1C(=O)NCC1CCCO1 (stereo unspecified)	-3.0	-9.9	19.3	-2.1	-1.2	-13.1	12.5	3.9	0.8	-8.1	13.3
COCCCN1C(=O)C(=O)/C(=C(/O)c2ccc(OCC(C)C)cc2C)C1c1cccnc1 (stereo unspecified)	2.1	0.2	-3.7	8.1	1.5	-0.9	-5.8	-14.4	-4.0	7.0	16.1
CC(C)(C)C1(O)CC(C(F)(F)F)=NN1C(=O)Cc1ccc([N+](=O)[O-])cc1 (stereo unspecified)	18.6	1.1	29.9	-1.3	-0.9	-9.8	0.1	7.8	3.5	-16.7	36.2
COc1ccc(-c2noc(CCC(=O)NCCCN3CCC(C)CC3)n2)cc1	-11.6	-1.3	-6.4	2.2	-1.2	·	10.0	-10.9	2.6	-0.1	-11.6
